# Bioassay records as filed in PubChem.
# MC4R antag cAMP = human MC4R antagonism in cAMP assay; P32245; MC4R-expressing cells, MTII-stimulated cAMP, LANCE TR-FRET; 360,000 tested, 0.48% active; inhibition, % at 6.5 µM;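 active means inhibition above its plate's cutoff, the mean of tested wells on that plate plus 3 SD, cut at about 29% in these data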;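 further: 0% = Melanotan II alone and 100% = Melanotan II plus saturating MCL0020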
#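 material = U2OS cells stably expressing human melanocortin 4 receptor (MC4R) | also added = Melanotan II challenge | dosing = single nominal compound dose of 6.5 µM | detection = TR-FRET with Eu-cAMP and labeled anti-cAMP, 671 nm | replication = singlicate | timing = compound 30 min, challenge 1 h, detection 1 h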
# PDI turbidity = inhibitors of human protein disulfide isomerase; PDI insulin aggregation turbidity, A650, 90 min; inhibition, % at 10 µM; 350,000 tested, 0.052% active; AID 588391;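 active means mean inhibition across replicates of 30% or more, whatever share of single replicates reach that level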;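 further: absorbance from insulin aggregation driven by PDI reduction with DTT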
# ABCB6 inh MLPCN = blocks the human ABCB6 transporter | AID 602162 | 360,000 tested, 0.19% active | K562-ABCB6 porphyrin accumulation, flow cytometry, 1 h; stronger effect = lower value | fluorescence ratio to DMSO, % at 10 µM | Q9NP58;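 active means fluorescence ratio to DMSO below 75%, the collection mean minus 3 SD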;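 further: signal is porphyrin accumulated inside mitochondria; 100% equals median channel fluorescence of DMSO control wells; lower ratio means ABCB6 inhibition with less porphyrin fluorescence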
# Target sequence (Q9NP58 whole entry, looked up): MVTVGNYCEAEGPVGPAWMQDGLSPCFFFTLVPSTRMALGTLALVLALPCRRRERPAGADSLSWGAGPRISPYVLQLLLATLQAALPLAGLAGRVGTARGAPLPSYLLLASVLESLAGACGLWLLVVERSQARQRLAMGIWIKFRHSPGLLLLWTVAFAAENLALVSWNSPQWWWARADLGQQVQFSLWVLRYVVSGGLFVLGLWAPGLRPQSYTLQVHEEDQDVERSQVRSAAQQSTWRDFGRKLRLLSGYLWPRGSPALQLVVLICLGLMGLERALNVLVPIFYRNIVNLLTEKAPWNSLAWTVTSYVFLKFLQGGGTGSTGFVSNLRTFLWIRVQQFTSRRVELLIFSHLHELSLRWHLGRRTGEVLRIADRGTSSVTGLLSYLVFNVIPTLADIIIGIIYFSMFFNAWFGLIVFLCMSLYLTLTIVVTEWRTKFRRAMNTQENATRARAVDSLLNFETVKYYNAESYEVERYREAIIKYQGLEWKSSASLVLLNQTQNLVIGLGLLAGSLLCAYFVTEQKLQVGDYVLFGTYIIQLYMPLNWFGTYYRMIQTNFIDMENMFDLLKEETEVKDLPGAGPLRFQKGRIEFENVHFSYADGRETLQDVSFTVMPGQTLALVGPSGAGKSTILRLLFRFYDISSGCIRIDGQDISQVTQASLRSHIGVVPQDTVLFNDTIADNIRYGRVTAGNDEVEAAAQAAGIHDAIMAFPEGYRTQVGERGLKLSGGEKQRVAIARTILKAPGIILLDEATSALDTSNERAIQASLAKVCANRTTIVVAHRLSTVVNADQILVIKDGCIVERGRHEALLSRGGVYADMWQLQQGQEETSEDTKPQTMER
# HTR2A ag = activates the mouse 5-HT2A serotonin receptor | P35363 | CHO-K1 mHTR2A beta-arrestin complementation, luminescence; percent of 30 µM serotonin response | activation, % at 7.6 µM | 360,000 tested, 0.66% active;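 active means activation above a run cutoff, the mean activation of all tested compounds plus 3 SD, cut at about 14% in these data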;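 further: 0% = plate median of compound wells and 100% = 30 µM serotonin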
# MC4R barr agon = agonists of human melanocortin 4 receptor (MC4R) beta-arrestin; U2OS MC4R beta-arrestin complementation, luminescence; percent of melanotan II response, DMSO zero; 360,000 tested, 0.98% active; activation, % at 8.9 µM; P32245;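 active means activation above a per-plate cutoff, the mean activation of sample wells on that plate plus 3 SD, cut at about 8% in these data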
# Cardio protect = protects H9c2 cardiomyocytes from peroxide injury. H2O2 injury protection, ATPLite, 2 h. protection from H2O2 cell death, % at 20 µM. 360,000 tested, 0.63% active. AID 588492;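 active means compounds giving at least 50% protection of heart cells from peroxide-induced death in the single-dose screen, raw or plate-pattern-corrected value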;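 further: 0% = DMSO wells with peroxide and 100% = DMSO wells without peroxide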
# CaV13 ICDI inh = Disruptors of the CACNA1D IQ motif to Ca2+-dependent inactivation inhibitor domain association, primary screening, Förster resonance energy transfer in intact living … | inhibition, % at 12.3 µM | 340,000 tested, 0.098% active | HEK cells, CFP/YFP FRET ICDI-IQ, plate reader, 10 min; percent FRET-ratio fall versus neutral wells | AID 743397;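 active means mean replicate inhibition of at least 30% and at least 1% of replicates passing that level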;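 further: 0% = median of the neutral control wells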
# Vif inh = blocks HIV Vif function; HEK293T cells, Vif self-association by quenched fluorescence, imaging, 24 h; inhibition, % at 7.49 µM; 340,000 tested, 0.35% active; AID 602346; in the data active means inhibition above about 50%, passing the limit was not always enough; further: some results filed as inactive read as strong as hits
# N-glyco inh = blocks N-linked glycosylation in D54 reporter cells | 360,000 tested, 0.23% active | AID 588692 | reporter increase, % at 12.5 µM | D54 ERlucT glycosylation luciferase reporter, 24 h; percent of 100 nM tunicamycin response;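 active means mean luciferase reporter signal, scaled so untreated is 0 and the glycosylation-blocking control 100, at or above a set limit in every replicate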;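 further: luciferase carries N-glycosylation sites so blocking glycosylation raises the light; 0% = median of neutral control wells and 100% = median of 100 nM tunicamycin wells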
# aDG glyco act = increases alpha dystroglycan glycosylation; AID 624168; Pro5-aDG cells, alpha-DG glycosylation AlphaScreen (IIH6); 0% Pro5, 100% B10-LARGE cell signal; activation, % at 10 µM; 360,000 tested, 0.22% active;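 active means activation of at least 8% versus controls, or a plate z-score of at least 8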;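 further: Pro5 are CHO cells carrying HIG-tagged alpha-DG that lacks glycosylation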
# * marks the source's active call; other numbers are inactive results; x = no result given.
# Each structure is followed by: MC4R antag cAMP, PDI turbidity, ABCB6 inh MLPCN, HTR2A ag, MC4R barr agon, Cardio protect, CaV13 ICDI inh, Vif inh, N-glyco inh, aDG glyco act
COc1ccc(N(C(=O)CNC(=O)c2ccco2)C(C(=O)NCC2CCCO2)c2ccccc2)c(OC)c1 (configuration not stated)
 : -1, 10, 99, -2, -1.4, 7, -3, -11, 2, -0.1
Cc1ccccc1CSCC(Nc1ccc(C(=O)O)cc1[N+](=O)[O-])C(=O)O (configuration not stated)
 : 1, 9, 96, 1, -1.6, 3, x, 5, 0, -0.3
COc1ccc(NS(=O)(=O)c2ccc(NC(=S)NC(=O)/C=C/c3ccccc3)cc2)nn1
 : 16, -6, 94, 11, -1.9, 10, -7, 7, -2, -0.3
COc1ccc([C@H]2C[C@H](O)C[C@@H](CCn3cc(-c4ccccc4)nn3)O2)cc1
 : x, x, 117, 2, x, x, -7, x, x, 0.0
COc1cc(/C=N/N2C(C)CCCC2C)cc(Br)c1O (configuration not stated)
 : 18, 11, 95, 2, 0.3, -4, -4, x, 2, 0.6
COc1c(C)cc(Br)cc1C(=O)Nc1cccc(NC(=O)c2ccco2)c1
 : 8, -9, 81, -1, -0.6, 20, -8, -6, 3, 0.3
O=C(COc1ccccc1F)Nc1ccc2c(c1)CCC2
 : -1, -4, 97, -8, 1.0, -2, -16, -1, 1, 0.3
CNC(=O)/C(C#N)=C1\SC(Cc2ccc(F)cc2)C(=O)N1c1ccccc1C (configuration not stated)
 : 6, 13, 96, 6, -1.1, -1, -15, -2, 2, -0.1
O=C(NCc1ccc2c(c1)OCO2)c1ccc(CSCc2ccc(Cl)cc2)o1
 : -4, -12, 96, -7, -0.9, -12, -20, 0, -2, 0.0
C[C@H](CO)N1C[C@H](C)[C@@H](CN(C)S(=O)(=O)c2ccccc2)Oc2c(NC(=O)CCC(F)(F)F)cccc2C1=O
 : 4, -5, 101, -2, -0.1, 11, -10, 4, 0, -0.4

# Shown in CSV form: part of the list above
structure,MC4R antag cAMP,PDI turbidity,ABCB6 inh MLPCN,HTR2A ag,MC4R barr agon,Cardio protect,CaV13 ICDI inh,Vif inh,N-glyco inh,aDG glyco act
COc1ccc(N(C(=O)CNC(=O)c2ccco2)C(C(=O)NCC2CCCO2)c2ccccc2)c(OC)c1 (configuration not stated),-1,10,99,-2,-1.4,7,-3,-11,2,-0.1
Cc1ccccc1CSCC(Nc1ccc(C(=O)O)cc1[N+](=O)[O-])C(=O)O (configuration not stated),1,9,96,1,-1.6,3,x,5,0,-0.3
COc1ccc(NS(=O)(=O)c2ccc(NC(=S)NC(=O)/C=C/c3ccccc3)cc2)nn1,16,-6,94,11,-1.9,10,-7,7,-2,-0.3
COc1ccc([C@H]2C[C@H](O)C[C@@H](CCn3cc(-c4ccccc4)nn3)O2)cc1,x,x,117,2,x,x,-7,x,x,0.0
COc1cc(/C=N/N2C(C)CCCC2C)cc(Br)c1O (configuration not stated),18,11,95,2,0.3,-4,-4,x,2,0.6
COc1c(C)cc(Br)cc1C(=O)Nc1cccc(NC(=O)c2ccco2)c1,8,-9,81,-1,-0.6,20,-8,-6,3,0.3
O=C(COc1ccccc1F)Nc1ccc2c(c1)CCC2,-1,-4,97,-8,1.0,-2,-16,-1,1,0.3
CNC(=O)/C(C#N)=C1\SC(Cc2ccc(F)cc2)C(=O)N1c1ccccc1C (configuration not stated),6,13,96,6,-1.1,-1,-15,-2,2,-0.1
O=C(NCc1ccc2c(c1)OCO2)c1ccc(CSCc2ccc(Cl)cc2)o1,-4,-12,96,-7,-0.9,-12,-20,0,-2,0.0

# Carrying on.
# Each structure is followed by: MC4R antag cAMP, PDI turbidity, ABCB6 inh MLPCN, HTR2A ag, MC4R barr agon, Cardio protect, CaV13 ICDI inh, Vif inh, N-glyco inh, aDG glyco act
c1ccc(-c2csc(Nc3ccccn3)n2)cc1
 : 2, -2, 99, 1, -0.1, -12, -4, -12, -14, 0.0
O=C(NO)c1ccccc1C(F)(F)F
 : 16, 4, 96, -4, -0.3, 3, -3, 2, 2, 0.1
CCOC(=O)c1ccc(N2Cc3ccccc3C2=NC(=O)c2ccncc2)cc1
 : 6, 11, 94, -6, -5.3, -6, -4, -2, -1, 0.1
CS(=O)(=O)N1CCCC(C(=O)NCc2ccc(F)cc2)C1 (configuration not stated)
 : 11, -3, 107, -3, -0.1, 1, -5, -3, -2, -0.2
CC1CCN(CCc2nc3cc(NC(=O)COc4ccccc4)ccc3n2C)CC1
 : -7, -30, 102, -11, -4.0, 8, -5, 2, -10, 0.3
O=C(Nc1nnc(-c2ccc(F)cc2)o1)c1cccc([N+](=O)[O-])c1
 : 5, 3, 99, 3, -4.3, 17, -1, 1, 0, 6.5
CCCOc1ccc(N2C(=O)CC(N3CCN(c4ccc([N+](=O)[O-])cc4)CC3)C2=O)cc1 (configuration not stated)
 : 5, 2, 93, -3, 0.3, -12, -4, -10, 3, 0.0
O=C(CSc1nc2[nH]c(=O)cc(O)c2s1)Nc1nncs1
 : 10, -4, 106, -5, -0.5, 3, -2, 31, 0, 0.0
CC(C)(C)n1nnnc1CN(Cc1ccco1)Cc1cc2cc3c(cc2[nH]c1=O)OCO3
 : -1, 5, 98, 6, 0.0, 35, -16, x, 2, -0.1
CCc1nc2c(sc3nc4c(cc32)COC(C)(C)C4)c(=O)n1CCN(CC)CC
 : 3, 5, 91, -15, -2.8, 7, 3, -3, -1, -0.2

# Some of the entries so far, with bars between the fields.
structure | MC4R antag cAMP | PDI turbidity | ABCB6 inh MLPCN | HTR2A ag | MC4R barr agon | Cardio protect | CaV13 ICDI inh | Vif inh | N-glyco inh | aDG glyco act
O=C(CSc1nc2[nH]c(=O)cc(O)c2s1)Nc1nncs1 | 10 | -4 | 106 | -5 | -0.5 | 3 | -2 | 31 | 0 | 0.0
CCc1nc2c(sc3nc4c(cc32)COC(C)(C)C4)c(=O)n1CCN(CC)CC | 3 | 5 | 91 | -15 | -2.8 | 7 | 3 | -3 | -1 | -0.2

# The results go on.
# Letter code: A = MC4R antag cAMP; B = PDI turbidity; C = ABCB6 inh MLPCN; D = HTR2A ag; E = MC4R barr agon; F = Cardio protect; G = CaV13 ICDI inh; H = Vif inh; I = N-glyco inh; J = aDG glyco act
CCN(CC)S(=O)(=O)c1ccc2c(c1)nc(CCC(=O)OCC(=O)Nc1cc(Cl)cc(Cl)c1)n2C
  A: 27; B: -5; C: 99; D: -8; E: 1.8; F: -3; G: -6; H: -15; I: 2; J: 0.1
CCOC(=O)Nc1ccc([N+](=O)[O-])cc1OC
  A: 1; B: -2; C: 91; D: 4; E: -0.3; F: 3; G: -5; H: 13; I: 4; J: -0.1
N#CC(C#N)=C1C=CC=CN1/C(=C\c1ccco1)C(=O)c1ccc(-c2ccccc2)cc1
  A: 31*; B: -7; C: 99; D: 0; E: -4.1; F: -14; G: -6; H: -1; I: 18; J: -0.6
Cc1ccc(-c2nc3c4ccccc4ccn3c2Cc2ccccc2C(F)(F)F)cc1
  A: x; B: x; C: 104; D: 3; E: x; F: x; G: -6; H: x; I: x; J: 0.2
CC(C)(C)C(=O)N1c2ccccc2CCc2ccccc21
  A: 7; B: 1; C: 98; D: -2; E: -0.1; F: 8; G: -5; H: 28; I: 0; J: -0.1
Cn1c(=O)c(N=O)c(N)n(Cc2ccccc2)c1=S
  A: 3; B: -1; C: 86; D: 0; E: -0.3; F: 0; G: -6; H: 4; I: 2; J: 0.3
CCN(CC)C(=O)Nc1ccc(Br)cc1
  A: -5; B: 8; C: 108; D: 23*; E: -0.8; F: 3; G: -6; H: 4; I: 2; J: -0.1
CCC(C(=O)NC1CCCC1)N(C(=O)Cn1nnc(-c2ccc(C)o2)n1)C(C)(C)C (configuration not stated)
  A: 3; B: -1; C: 99; D: -4; E: -0.9; F: 0; G: -8; H: -8; I: -1; J: 0.0
COc1ccc(-c2cc(C(=O)N(C)CC(=O)Nc3ccccc3C(F)(F)F)c3ccccc3n2)cc1OC
  A: 31*; B: 3; C: 91; D: 7; E: -0.7; F: 40; G: -6; H: -2; I: -1; J: -0.7
S=C(Nc1cccc(Cl)c1)N1CCOCC1
  A: 1; B: 10; C: 96; D: 1; E: -0.8; F: -2; G: -6; H: 1; I: 2; J: -0.2
COc1ccc(-c2noc(CN(C)C(=O)CCN3C(=O)[C@H]4CC=CC[C@H]4C3=O)n2)cc1
  A: -4; B: 4; C: 90; D: 6; E: 0.8; F: -8; G: -5; H: 1; I: -1; J: 2.4
CC1(C)Oc2ccc(NC(=O)C3COc4ccccc4O3)cc2O1 (configuration not stated)
  A: 5; B: 0; C: 101; D: 3; E: 1.8; F: -23; G: -6; H: -12; I: -12; J: 0.1
O=C(NNC(=O)C(c1ccccc1)c1ccccc1)c1ccccc1O
  A: 0; B: -1; C: 99; D: 2; E: -0.3; F: 28; G: -8; H: x; I: -3; J: 0.2
CCn1c(CC(=O)Nc2ccc(C)cc2)nnc1SCC(=O)NCCc1ccccc1
  A: 12; B: 1; C: 99; D: 5; E: 1.6; F: -6; G: -3; H: -1; I: -2; J: -0.1
COc1ccc(S(=O)(=O)N2CCOCC2)cc1C(=O)N(C)Cc1ccccc1F
  A: 0; B: 1; C: 94; D: 2; E: -1.9; F: 5; G: -6; H: 23; I: 1; J: -0.1
Cc1ccc(S(=O)(=O)N(CC(=O)Nc2cccc(N(C)S(C)(=O)=O)c2)c2ccc(Cl)c(Cl)c2)cc1
  A: 3; B: -7; C: 99; D: -3; E: -0.9; F: -3; G: -5; H: -4; I: -6; J: 0.5
CC(=O)NC1CC2CCC(C1)N2Cc1ccc(C)cc1 (configuration not stated)
  A: -3; B: -3; C: 96; D: 0; E: -0.1; F: 6; G: -5; H: 1; I: -1; J: 0.0
COc1ccccc1/C=C\C(=O)NCC(=O)N/N=C(/C)c1cccc([N+](=O)[O-])c1
  A: 11; B: -3; C: 101; D: -6; E: -1.0; F: -2; G: -2; H: 4; I: 1; J: 0.6
COC(=O)[C@@H]1Cc2c([nH]c3ccccc23)C(C)(C)N1C(=O)CCl
  A: 5; B: -3; C: 100; D: -8; E: 13*; F: -2; G: -15; H: 15; I: 12; J: -0.3
O=[N+]([O-])c1cnc(Nc2ccccc2)nc1Nc1ccccc1
  A: -1; B: -2; C: 100; D: 9; E: 0.8; F: -1; G: -16; H: 14; I: -1; J: -0.2
O=[N+]([O-])c1ccc2nc(-c3cccnc3)[nH]c2c1
  A: 2; B: -2; C: 96; D: -3; E: -2.4; F: 10; G: -2; H: 1; I: 2; J: -0.2
C=C(C)COc1ccc(-c2[nH]ncc2Oc2ccccc2OC)c(O)c1
  A: 17; B: -2; C: 105; D: 2; E: 8.9*; F: -17; G: -9; H: -5; I: -1; J: 0.0
CC(C)CNC(=O)N1c2ccccc2Sc2ccccc21
  A: -8; B: 9; C: 95; D: -3; E: 0.1; F: 6; G: 6; H: -6; I: 1; J: 0.4
CCOC(=O)C1=C(O)/C(=C/c2cc(OC)c(OC)c(OC)c2)N=C1C
  A: -17; B: -13; C: 93; D: 1; E: -1.4; F: 2; G: x; H: 2; I: 1; J: 0.2
